# D2 potentiator – positively modulates the human D2 dopamine receptor allosterically. P14416. HEK293 T-REx D2, calcium flux, EC20 dopamine potentiation. potentiation, % at 10 µM. actives 0.34% (n = 340,000). AID 485347;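 active means potentiation over 3 SD above the plate norm, cut at about 30% in these data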; further: 0% is about no effect
#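 Calcium flux readout, no-wash dye, 1 read/s. Inducible HEK293 Trex D2 line, overnight 30 C. Compound alone 180 s (agonist flags), then EC20 dopamine, another 180 s to score potentiation.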
# D2 agonist – activates the human D2 dopamine receptor. actives 0.53% (n = 340,000). activation, % at 2 µM. P14416. HEK293 T-REx D2 cells, calcium flux agonist mode. AID 485358;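 active means activation over 3 SD above normal in the single-dose calcium agonist read, cut at about 30% in these data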; further: 0% is about no effect
#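 Agonism is scored from calcium flux in a force-coupled, inducible HEK293 cell line expressing D2, read kinetically for 180 s after compound addition against dopamine controls.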
# RXFP1 ag – agonists of human relaxin receptor RXFP1; HEK293T-RXFP1 cAMP TR-FRET, 30 min; response scale: percent of porcine relaxin response, buffer zero; Potency, µM (series often up to 57.5 µM), without a hit: at the top dose activation, hits mostly activators; actives 0.3% (n = 370,000); AID 2676; active means well fitted activation curve with a large enough effect; inconclusive means small, poorly fitted or top-dose-only effect; further: potency means the concentration at half of the fitted maximal effect; on the % scale 0 is the no-effect control and ±100 the full control effect; nearly all actives have a fitted effect of over 60% in size; many of its hits are not listed in these tables
# Target sequence (Q9HBX9 whole entry, looked up): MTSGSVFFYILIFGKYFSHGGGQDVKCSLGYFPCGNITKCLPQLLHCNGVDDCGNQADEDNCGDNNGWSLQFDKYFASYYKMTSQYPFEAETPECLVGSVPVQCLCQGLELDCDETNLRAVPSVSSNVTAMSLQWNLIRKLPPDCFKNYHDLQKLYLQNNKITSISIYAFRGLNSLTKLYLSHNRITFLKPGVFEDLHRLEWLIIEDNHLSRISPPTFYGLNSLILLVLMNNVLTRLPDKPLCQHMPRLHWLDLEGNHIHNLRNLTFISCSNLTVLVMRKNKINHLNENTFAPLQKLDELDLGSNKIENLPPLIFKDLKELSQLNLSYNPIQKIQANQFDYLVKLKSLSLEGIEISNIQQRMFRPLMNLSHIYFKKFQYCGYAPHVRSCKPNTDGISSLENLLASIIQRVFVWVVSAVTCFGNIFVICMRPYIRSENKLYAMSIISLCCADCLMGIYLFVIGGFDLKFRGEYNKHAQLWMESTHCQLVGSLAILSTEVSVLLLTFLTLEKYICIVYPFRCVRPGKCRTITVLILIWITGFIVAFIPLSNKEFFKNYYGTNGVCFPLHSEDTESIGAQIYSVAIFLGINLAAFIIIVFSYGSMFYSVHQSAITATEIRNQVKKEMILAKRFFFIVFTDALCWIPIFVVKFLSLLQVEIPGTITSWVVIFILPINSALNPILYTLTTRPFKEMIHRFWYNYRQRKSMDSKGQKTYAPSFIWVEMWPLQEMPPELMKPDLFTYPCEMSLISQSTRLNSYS
#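 HEK293 cells stably expressing RXFP1, treated 30 min at 37C with compounds plus PDE4 inhibitor Ro 20174; cAMP measured by HTRF TR-FRET. Normalized to buffer and 29 nM porcine relaxin; EC50 by Hill fit.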
# TRHR PAM – allosteric enhancers of human TRH receptor. P34981. TRHR cells, fluo-8 calcium fluorescence, EC20 TRH enhancement. enhancement, % at 2 µM. actives 0.66% (n = 360,000); in the data active means enhancement above about 30%; further: 0% is about no effect
#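 TRHR-expressing cells loaded with fluo-8 calcium dye were read kinetically (ex 480/em 530) during compound addition, then stimulated with an EC20 of TRH (10 nM final). Enhancement of the Gq-mediated intracellular calcium response was scored.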
# D2 antagonist – D2 dopamine receptor (human) antagonism | actives 2% (n = 340,000) | HEK293 TREx D2 cells, calcium flux, dopamine EC80 | P14416 | inhibition, % at 10 µM; in the data active means inhibition above about 30%; further: 0% is about no effect
#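 Calcium flux kinetic readout in an inducible HEK293 TREx D2 line plated overnight at 30 C. After 180 s compound exposure, an EC80 dopamine challenge follows with another 180 s kinetic read to detect antagonism.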
# D1 potentiator – human D1 dopamine receptor positive modulation; P21728; potentiation, % at 10 µM; actives 0.036% (n = 360,000); HEK293 TREx D1 cells, calcium flux, dopamine EC20 potentiation; in the data active means potentiation above about 30%; further: 0% is about no effect
# D1 antag – blocks dopamine activation of the human D1 receptor; HEK293 TREx D1 cells, calcium flux, dopamine EC80; active compounds read low; actives 3.2% (n = 360,000); activity change, negative = inhibition, % at 10 µM; AID 504652; P21728; in the data active means activity change below about -30%; further: on the % scale 0 is the no-effect control and ±100 the full control effect
#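 Kinetic fluorescence of a calcium dye serves as the read-out. D1-expressing Hek293 Trex cells, induced overnight at 30 C, are exposed to compound for 180 s before an EC80 dopamine addition, then read 180 s further.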
# D1 ag – human D1 receptor agonism | P21728 | HEK293 T-REx D1 cells, calcium flux, agonist mode | activation, % at 2 µM | actives 1% (n = 360,000); in the data active means activation above about 30%; further: 0% is about no effect
#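 Agonism was scored from calcium flux recorded over 180 s (1 read/s) after pintool compound addition, following a 10-cycle baseline. Cells were inducible force-coupled HEK293 TREx D1, plated overnight at 30 C and loaded with no-wash calcium dye.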
# RXFP1 antag – RXFP1 (human) relaxin receptor antagonism. Q9HBX9. HEK293-RXFP1, relaxin-stimulated cAMP HTRF, 30 min; active compounds read low. activity change, negative = inhibition, % at 57.5 µM. actives 0.59% (n = 350,000). AID 1259400;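 active means activity change of -60% or lower, but not beyond a set lower limit; inconclusive means change between -60% and -40%, or beyond the set limit; inactive means change above -40%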; further: on the % scale 0 is the no-effect control and ±100 the full control effect
# An asterisk follows results filed as active; ? = inconclusive; . = not tested or not shown.
# Fields – TRHR PAM, D1 potentiator, D1 ag, D2 potentiator, RXFP1 ag, D2 agonist, RXFP1 antag, D2 antagonist, D1 antag
- Nc1ccccc1NC(=O)NC(=O)c1ccccc1
→ 17, -1, 5, -2, 0.1%, 3.0, -2, -8, -18
- O=C(NCCSCc1ccccc1)C1CCN(S(=O)(=O)Cc2ccccc2)CC1
→ 2, -3, -2, 0, 12%, 0.2, -4, ., 2
- Cc1cccn2c(=O)c(/C=C(\C#N)S(=O)(=O)c3ccc(Cl)cc3)c(N3CCC(C(N)=O)CC3)nc12
→ 8, -2, 12, -4, 6.2%, 0.3, 0, -6, .
- CCOc1ccccc1NC(=O)CN1CCC(NC(=O)Nc2ccccc2)CC1
→ -3, -7, 2, -12, 0.5%, -0.3, -16, -28, -8
- CCCNc1c(NC(=O)c2ccc3c(c2)OCO3)c(=O)oc2ccccc12
→ 8, 2, 6, -6, 3.3%, 0.8, 11, 3, 5
- C/C(=N/N=C/c1ccc(N(C)C)cc1)c1ccccc1
→ -6, 6, 2, 1, 0.3%, -0.2, 17, -7, 0
- O=C(Cc1ccc(Br)cc1)N/N=C/c1cccnc1
→ -2, 1, 3, -9, 0.0%, -0.2, -6, 19, -4
- O=C(NCC1CCCN1S(=O)(=O)c1cccs1)c1ccc(Cl)cc1 (configuration not stated)
→ -1, -3, 2, 0, 2.0%, -0.4, ?, -1, 4
- CCC1(CC)NC(=O)N(CC(=O)OC(C)C(=O)Nc2ccc(Cl)cn2)C1=O (configuration not stated)
→ 1, 1, 0, -4, 0.0%, 0.6, 1, -8, -9
- O=C(Nc1cccc(S(=O)(=O)N2CCCCC2)c1)C1CC(=O)N(Cc2ccccc2)C1 (configuration not stated)
→ 10, ., 3, -4, -0.3%, 0.1, -6, -39, 26
- Cc1ccc(/C=N/NC(=O)CSc2ccccn2)o1
→ -3, -7, 4, 7, -0.7%, -0.5, -10, -15, 3
- O=C(Nc1cccc(S(=O)(=O)N2CCCCC2)c1)c1ccc2ccccc2n1
→ -4, -9, 6, -1, 1.4%, -0.8, -4, 10, 4
- O=C(c1cc(-c2ccccc2)nc2ccccc12)N1CCc2ccccc2C1
→ -31, -3, 21, 4, 1.7%, -1.4, -6, 20, 13
- CCOc1ccc(NC(=O)COc2ccc(S(=O)(=O)NC3CCCCC3)cc2)cc1
→ -4, -5, -1, -2, 4.3%, -0.9, ., ., 1
- Cc1ccc(N2CCCn3c2cc(C)c(C#N)c3=O)cc1C
→ 5, -6, -2, 10, 4.4%, 0.8, 10, -21, -1
- Cc1ccc(CSc2nc3cccnc3n2Cc2ccc(C(=O)NCc3ccco3)cc2)cc1
→ -5, 3, -1, 7, 13%, -0.1, -4, ., 11
- COC(CNC(=O)c1cccc(-n2c(=S)[nH]c3cc(Cl)ccc3c2=O)c1)OC
→ 4, -2, 2, 0, -1.1%, -0.8, -22, 0, 3
- Cc1ccc(S(=O)(=O)N2CCCc3cc(NC(=O)c4ccccc4Cl)ccc32)cc1
→ 0, 1, 19, 2, 0.2%, -4.8, 1, ., -4
- CC(=O)[C@@H]1[C@@H]2C(=O)N(c3ccc(F)c(Cl)c3)C(=O)[C@@H]2C2c3ccccc3C=CN21 (some centres not stated)
→ 3, 5, 0, 1, 3.8%, 0.4, ., -10, 22
- CCCCNC(=O)Nc1nc2ccccc2s1
→ 3, -3, 0, 2, -0.8%, 0.5, -10, 1, -17
- Cc1cccc(NNC(=O)C(=O)NNc2cccc(C)c2)c1
→ -4, 0, 1, ., -0.3%, ., -1, ., -4
- O=C1N2CN(C(c3ccccc3)c3ccccc3)CN=C2SC1(CO)CO
→ -1, -3, 6, -23, -0.5%, 0.5, -1, 23, 0
- COc1cccc(-n2cc(C(=O)NCCc3cccc(C)c3)c3ccccc3c2=O)c1
→ 5, -3, -1, 7, 0.3%, 0.1, 9, ., 3
- COc1ccc(-n2nc(C(=O)N3CCN(c4ccc(F)cc4)CC3)c3c4ccccc4n(C)c3c2=O)cc1
→ -2, 4, 3, 11, 3.4%, 0.9, 5, ., -19
- CCn1c(=Nc2ccc(N3CCOCC3)cc2)ccc2ccccc21
→ -2, -4, 2, -6, -1.4%, 1.4, -3, 4, 2
- NC(=O)N1CC(O)CC1C(=O)Nc1ccc(Cl)c(Cl)c1 (configuration not stated)
→ -2, -1, 2, -1, 0.9%, -0.8, 7, 2, -1
- Cc1cc(C)n(C(=O)CN2C(=O)COc3ccccc32)n1
→ 8, -7, 3, 14, -1.3%, 0.4, -6, -2, 19
- C=CCn1c(=NC(=O)CN2C(=O)CCC2=O)sc2cccc(OC)c21
→ 2, -4, 2, -2, 1.5%, -0.4, -2, 3, 44
- O=C(Nc1ccc(C(=O)O)cc1)/C(=C\c1ccccc1)NC(=O)c1ccc(Br)cc1
→ -1, 0, 1, 6, -0.7%, -0.3, -9, -5, -12
- Cc1ccc(CNC(=O)C(=O)NCC(c2cccs2)S(=O)(=O)c2cccs2)cc1 (configuration not stated)
→ -2, -3, 2, ., -0.4%, 0.3, ., ., .
- Cc1ccc(C(=O)Nc2ccccc2NC(=O)c2ccc(C)o2)o1
→ 4, 8, 3, 8, 4.1%, 0.1, -14, -3, 2
- O=C(O)CC1(CC(=O)Nc2ccccc2C(=O)c2ccccc2)CCCC1
→ -3, 3, 3, -4, 2.4%, 1.0, -12, -30, -3
- O=C(N/N=C/c1ccc(OCc2ccc(F)cc2)cc1)c1ccccc1
→ -4, 0, 9, 11, -0.6%, 0.5, 0, -10, -4
- CCCn1c2ccccc2c2cnn(CC(=O)N(C)c3ccccc3CC)c(=O)c21
→ 33*, -1, 1, 0, 0.0%, -0.3, 3, ., -2
- O=C(Nc1cccnc1)c1ccccc1Cl
→ 0, -3, 1, 13, 0.1%, 0.1, 6, -2, -8
- Cc1ccc(N(C(=O)c2snc(C(N)=O)c2N)C(C(=O)NC2CCCC2)c2ccc(C)o2)cc1 (configuration not stated)
→ -5, -5, 2, -8, -0.6%, 0.5, -27, 2, 1
- O=C(CSc1oc(-c2ccccc2)nc1S(=O)(=O)c1ccc(Cl)cc1)Nc1ccc(F)cc1
→ 0, 1, 2, -6, 29%, 0.9, -8, ., 14
- Cn1c(NC(=O)Cc2ccc(F)cc2)cc(=O)n(C)c1=O
→ 9, -2, 0, 9, 8.2%, -1.7, ., -15, -19
- O=C(O)c1cn(CCOc2ccccc2Cl)c2ccccc12
→ -16, -4, 0, 6, -0.2%, 0.2, 3, 13, -5
- CC(C)N(c1ccccc1)c1ccc(NC(=O)C2CCCO2)cc1 (configuration not stated)
→ 2, -5, 1, 1, 1.1%, 0.8, -2, -12, -9
- O=C(NCc1nc2ccccc2[nH]1)C1=C[C@H](c2ccc(C(F)(F)F)cc2)C[C@H](OCc2ccc(CO)cc2)O1
→ 5, -4, 17, 10, -2.0%, -0.1, ., -16, -24
- COC(=O)c1cc(CNC(=O)c2cccc(Cl)c2Cl)ccc1OC
→ 3, 2, 2, -2, 0.2%, 0.4, ., 7, -1
- CCOCC(=O)Nc1c(C(=O)OCC)oc2ccccc12
→ -6, -6, 1, -1, 4.5%, 0.7, 4, 15, 25
- O=S(=O)(Nc1cccnc1)c1ccc(C2CCCCC2)cc1
→ 2, -5, 23, 1, -2.8%, -1.8, 0, -21, -18
- S=C(NCc1ccco1)Nc1ccc(N2CCOCC2)cc1
→ 53*, -6, 3, 10, 1.4%, 0.2, -2, -4, -6
- Cc1nc2ccccc2c(=O)n1CCc1ccccc1
→ 1, -6, 0, 6, 6.4%, -0.4, -11, -24, 5
- CCN(CC)S(=O)(=O)c1ccc(NC(=O)c2cnc(C)cn2)cc1
→ -4, 6, 1, 8, 1.8%, 0.3, 5, -11, 5
- CC(=O)c1ccc(N2CCN(S(=O)(=O)c3cc(-c4cc(C)no4)ccc3C(C)C)CC2)cc1
→ 2, -8, 5, -7, 0.1%, -0.2, -25, -4, -7
- COc1cccc(CNC(=O)COC(=O)CCCNC(=O)c2ccc(Cl)cc2)c1
→ 9, 1, -1, -5, 2.7%, -0.4, 7, 14, 2
- CCOC(=O)c1ccc(S(=O)(=O)N2CCN(C)CC2)cc1
→ 11, 3, 2, 23, -2.9%, 0.9, 9, -12, 11
- O=C(Nc1ccccc1)OC1CC2CC1C1CCCC21 (configuration not stated)
→ 10, 10, 4, 14, -1.5%, 0.8, -27, -22, -1
- Cc1cccc(C)c1OCC(=O)Nc1nnc(C2CCCO2)s1 (configuration not stated)
→ 0, 5, 1, 8, 3.1%, 0.5, 2, -4, 14
- CCCCC(=O)Nc1cc(-c2cn3cccnc3n2)ccc1C
→ 1, -3, 1, 11, 1.8%, 0.3, 10, ., 8
- N#CC(C(=O)NC1CC1)c1nc2ccccc2nc1N1CCCC1 (configuration not stated)
→ 18, -1, 1, -2, 0.0%, 0.5, 8, -10, -2
- CC(C)(C)n1nnnc1C(c1ccc(C(F)(F)F)cc1)N(Cc1ccccc1)Cc1ccco1 (configuration not stated)
→ -3, 7, 6, -5, 1.1%, -0.3, -26, 4, 22
- CCOc1ccc(CCn2c3c(c(=O)[nH]c2=O)C(NC(=O)c2cccc(F)c2)(C(F)(F)F)C(=O)N3)cc1OCC (configuration not stated)
→ -1, 0, -1, -1, -0.9%, 0.2, ., ., -5
- Cc1ccc(C)c(OCC(=O)NNC(=O)c2ccc(NC(=O)C3CC3)cc2)c1
→ -2, 4, 2, 1, 0.0%, 0.0, -24, 2, -1
- C=CCSc1nc2c(cnn2-c2ccc(C)c(C)c2)c(=O)[nH]1
→ 3, ., 0, 23, -0.3%, -0.3, ., 1, 12
- O=C1c2ccccc2NC(c2ccccn2)N1c1ccccc1F (configuration not stated)
→ 0, -3, 1, 16, 1.7%, 0.0, 30, -11, 3
- CCOC(=O)CSc1nnc(C2CCCCC2)n1C
→ 3, 2, 0, 6, 0.1%, -0.2, 4, -3, -3

# Brought forward from above: three entries, then new ones.
# Fields – TRHR PAM, D1 potentiator, D1 ag, D2 potentiator, RXFP1 ag, D2 agonist, RXFP1 antag, D2 antagonist, D1 antag
- C=CCSc1nc2c(cnn2-c2ccc(C)c(C)c2)c(=O)[nH]1
→ 3, ., 0, 23, -0.3%, -0.3, ., 1, 12
- O=C1c2ccccc2NC(c2ccccn2)N1c1ccccc1F (configuration not stated)
→ 0, -3, 1, 16, 1.7%, 0.0, 30, -11, 3
- CCOC(=O)CSc1nnc(C2CCCCC2)n1C
→ 3, 2, 0, 6, 0.1%, -0.2, 4, -3, -3
- COc1ccc(N2CCN(C(=O)CCCn3c(=O)[nH]c4ccsc4c3=O)CC2)cc1
→ 10, ., 2, -9, 0.1%, 0.3, ., 10, -9
- O=C1NCN(CCO)CN1
→ -4, 6, 2, -9, 0.8%, -3.0, 6, -20, 16
- Nc1ccc(-c2nnc(-c3ccc(-c4ccccc4)cc3)o2)cc1
→ 3, -5, 1, -7, 22%, 0.3, -3, 14, -19
- CCOc1ccc(C(=O)SC2=NCCS2)cc1
→ -1, 6, 0, 1, 2.5%, 0.0, 8, -14, 33

# Compound activity deposited in PubChem BioAssay by National Center for Advancing Translational Sciences (NCATS).

# Not all compounds are listed; count on the stated rates, not on these rows.
